Screening results deposited in PubChem by National Center for Advancing Translational Sciences (NCATS).
ERG Ets-DNA blk: ERG Ets/DNA interaction inhibition; P11308; fluorescence polarization, His-ERG Ets domain / labelled DNA; Potency, µM (top dose mostly 76.9 µM), without a hit: top-dose FP activity, negative = inhibition, hits mostly inhibitors; 0.028% of 370,000 active; AID 624246; active means well fitted inhibition curve with a large enough effect in the polarisation, with a control signal flat; inconclusive means small, poorly fitted or top-dose-only effect, or effect the other way, or a change in a side signal; inactive means no such curve, though single readings can be large or run the other way; the % refers to the polarisation;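 further: polarization taken with two DNA probes labelled with fluorescein and Texas red; potency means the concentration at half of the fitted maximal effect; % of control where 0% means no effect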
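His-tagged ERG Ets domain (1 uM in the protein solution; 300mM KCl, 50mM Tris-HCl, 1mM EDTA, 1mM DTT, pH 7.5) received compound, then a probe mix of 5 nM fluorescein-DNA and 100nM Texas-615-DNA. Fluorescence polarization was read for both dyes.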
ALOX12 inh: ALOX12 (human) lipoxygenase inhibition; 1.1% of 580,000 active; purified 12hLO, xylenol orange hydroperoxide absorbance; P18054; AID 1671190; Potency, µM (doses to about 108 µM), for inactives: at the top dose activity change, negative = inhibition, actives largely listed as inhibitors; further: potency means the concentration at half of the fitted maximal effect; on the % scale 0 is the no-effect control and ±100 the full control effect
Target sequence (P18054 whole entry, looked up): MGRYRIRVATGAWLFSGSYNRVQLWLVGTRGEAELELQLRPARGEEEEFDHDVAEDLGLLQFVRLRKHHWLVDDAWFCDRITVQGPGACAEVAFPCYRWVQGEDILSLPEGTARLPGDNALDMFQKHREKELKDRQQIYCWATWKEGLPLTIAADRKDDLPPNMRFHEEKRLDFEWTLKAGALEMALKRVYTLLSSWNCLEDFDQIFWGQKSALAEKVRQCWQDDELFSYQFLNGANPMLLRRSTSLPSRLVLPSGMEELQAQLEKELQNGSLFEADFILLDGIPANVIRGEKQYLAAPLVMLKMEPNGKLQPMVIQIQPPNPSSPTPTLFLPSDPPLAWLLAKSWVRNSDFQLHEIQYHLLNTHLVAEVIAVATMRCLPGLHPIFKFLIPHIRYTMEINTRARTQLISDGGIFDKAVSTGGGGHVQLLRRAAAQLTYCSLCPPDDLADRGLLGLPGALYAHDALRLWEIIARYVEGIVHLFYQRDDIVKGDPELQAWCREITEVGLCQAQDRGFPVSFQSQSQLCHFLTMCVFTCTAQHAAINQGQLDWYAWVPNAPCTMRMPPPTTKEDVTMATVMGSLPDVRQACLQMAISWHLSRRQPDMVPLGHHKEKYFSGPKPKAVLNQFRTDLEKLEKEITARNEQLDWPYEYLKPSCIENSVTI
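Hydroperoxide product was detected by ferrous iron/xylenol orange as the 573 to 405 nm absorbance ratio. Arachidonic acid at 40 uM (final) was turned over for 30 min at room temperature by 150 nM human 12hLO, pH 7.0 Hepes buffer, after 15 min compound preincubation.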
POLI inh: inhibitors of human DNA polymerase iota; Q9UNA4; 1% of 390,000 active; Pol iota fluorescent replication assay, 10 min; Potency, µM (titrated, usually from 115 µM), for the others: at the highest dose activity, negative = inhibition, actives largely listed as inhibitors; further: potency means the concentration at half of the fitted maximal effect
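Fluorescent replication assay read twice, at 0 min and 10 min after adding 50 nM (final) substrate. Enzyme (10 nM) and compounds were first incubated 15 min at room temperature; enzyme-free buffer wells were negative controls.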
APEX1 inh: inhibitors of human APE1 endonuclease; P27695; recombinant APE1, TAMRA/BHQ-2 abasic DNA cleavage fluorescence; Potency, µM (series often up to 65.8 µM), for inactives: at the top dose activity change, negative = inhibition, most hits filed as inhibitors; 0.35% of 350,000 active;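 further: potency means the concentration at half of the fitted maximal effect; plate controls were vehicle for no effect and reference inhibitor for full effect; nearly all actives have a fitted effect of over 55% in size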
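0.75 nM APE1 + cpd, 15 min RT; start w/ 50 nM TAMRA/BHQ-2 THF-abasic dsDNA; kinetic fluor 525/598 nm ×3 reads @60 s; Δ(read3−read1); normalized to DMSO and NSC13755 control wells.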
Apoferritin bind: candidate novel general anesthetic via apoferritin binding; P02791; apoferritin/1-aminoanthracene competitive binding, fluorescence; Potency, µM (doses to about 77.5 µM), inactives show at the highest dose activity change, negative = displacement, usual class: inhibitors; 0.074% of 350,000 active; AID 485281; further: potency means the concentration at half of the fitted maximal effect; on the % scale 0 is the no-effect control and ±100 the full control effect; nearly all actives have a fitted effect of over 20% in size
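In PBS, apoferritin at 10 uM is loaded with 1-AMA from a 50% saturated solution. After 10 min of compound exposure at ambient temperature, reduced 535 nm fluorescence indicates probe displacement.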
BLM inh: blocks DNA unwinding by human BLM helicase; Potency, µM (titrated, usually from 56.1 µM), for inactives: at the top dose activity change, negative = inhibition, actives largely listed as inhibitors; AID 2528; 0.2% of 350,000 active; recombinant BLM DNA unwinding, fluorescence dequenching; P54132;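 further: potency means the concentration at half of the fitted maximal effect; plate controls were vehicle for no effect and no enzyme for full effect; nearly all actives have a fitted effect of over 35% in size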
TRHR agonist: agonists of human TRH receptor | TRHR cells, calcium flux fluo-8, FDSS agonist mode | activation, % at 2 µM | 0.18% of 360,000 active | AID 493084; in the data active means activation above about 30%; further: 0% is about no effect
Target sequence (P34981 whole entry, looked up): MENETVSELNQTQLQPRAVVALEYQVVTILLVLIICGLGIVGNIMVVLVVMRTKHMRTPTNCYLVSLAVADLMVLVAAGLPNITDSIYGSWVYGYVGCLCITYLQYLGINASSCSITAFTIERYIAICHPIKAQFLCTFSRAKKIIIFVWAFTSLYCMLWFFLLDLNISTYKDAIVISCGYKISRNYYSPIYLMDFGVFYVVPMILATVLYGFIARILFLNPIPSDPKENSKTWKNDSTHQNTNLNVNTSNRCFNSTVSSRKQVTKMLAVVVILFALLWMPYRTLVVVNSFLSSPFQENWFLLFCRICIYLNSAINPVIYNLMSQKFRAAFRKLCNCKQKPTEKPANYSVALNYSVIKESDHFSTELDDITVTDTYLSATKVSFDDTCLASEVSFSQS
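Fluo-8-loaded TRHR cells; 10 s baseline, compound added, kinetic Ca2+ fluorescence read 1/s, agonist mode.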
Pol kappa inh: blocks human DNA polymerase kappa activity. Q9UBT6. purified Pol kappa, fluorescent DNA synthesis assay, 10 min. Potency, µM (top dose mostly 107 µM), for the others: at the highest dose activity, negative = inhibition, hits mostly inhibitors. 0.53% of 400,000 active; further: potency means the concentration at half of the fitted maximal effect; on the % scale 0 is the no-effect control and ±100 the full control effect
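Pol kappa 10 nM + cpd, 15 min RT; start w/ substrate 50 nM final; fluorescence kinetic read, 0 and 10 min. Neg ctrl: buffer, no enzyme.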
Pol beta inh: blocks human DNA polymerase beta activity | P06746 | Pol beta primer extension/strand displacement, fluorescence kinetic | Potency, µM (doses to about 114 µM), for inactives: at the highest dose activity change, negative = inhibition, most hits filed as inhibitors | 1.3% of 340,000 active; further: potency means the concentration at half of the fitted maximal effect; on the % scale 0 is the no-effect control and ±100 the full control effect
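10 nM enzyme + cpd, 15 min RT; start with substrate 50 nM final; read 0 min and after 10 min RT. Corrected, normalized data; 4-parameter Hill curve fit.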
Numbers without * were called inactive; i = inactive; ? = inconclusive; nt = no result given; & = joins results of further samples; [ ] = another dose, or the depositor's remark. Unless noted, the call rests on the fitted dose curve; in most records, active means well fitted curve in the direction sought with a large enough effect; inconclusive means small, poorly fitted or top-dose-only effect, or another doubt; inactive means no such curve, though single readings can be large; an effect the other way counts as inactive or inconclusive. This is a subset (hit frequency here may not be typical).

smiles,ERG Ets-DNA blk,ALOX12 inh,POLI inh,APEX1 inh,Apoferritin bind,BLM inh,TRHR agonist,Pol kappa inh,Pol beta inh
OC[C@H]1O[C@H](OCc2ccccc2)[C@H](O[C@@H]2OC[C@@H](O)[C@H](O)[C@H]2O)[C@@H](O)[C@@H]1O,-4%,2%,9%,11%,nt,nt,0.3,2%,nt
CCc1c(C(=O)N/N=C/c2cccs2)nnn1-c1nonc1N,-2%,-4%,54%[activator],0%,-11%,-1%,2.3,-3%,-24%
Cn1c(=O)oc2cc(S(=O)(=O)NCCN3CCN(c4ccccc4)CC3)ccc21,-10%,6%,-12%,-11%,-4%,0%,1.4,-19%,-4%
CCn1c(SCC(=O)Nc2ccc(OC)c(OC)c2)nnc1-c1cccs1,4%,-3%,4%,3%,-7%,-1%,0.2,-10%,-28%
COc1ccccc1-c1c(C)nn2c(C)cc(C)nc12,-4%,31%,-24%,-1%,-1%,5%,-0.6,5%,1%
Cn1c(=O)[nH]c(=O)c2c1nc(N1CCCC1)n2CCCSc1nc2ccccc2o1,-3%,0%,-9%,0%,-3%,3%,-0.1,1%,-1%
CCSc1nc(CC)c2c(c1C#N)CCCC2,4%,-9%,3%,-3%,-6%,4%,-0.2,-1%,13%
Cc1cccc(NC(=O)CCS(=O)(=O)c2ccc3c(c2)oc(=O)n3C)c1,0%,0%,25%,30%,1%,-2%,0.0,-4%,4%
COc1ccc(CCN2C(=O)c3[nH]nc(-c4ccccc4O)c3C2c2ccc(C)cc2)cc1OC (stereo not drawn),-3%,-6%,-15%,-10%,3%,-6%,0.2,-6%,-11%
O=C(NNC(=S)NC1CCCCC1)c1ccccc1Cl,0%,0%,3%,16%,-9%,-4%,0.6,3%,3%
O=C(NCc1cccc(F)c1)C1=Cc2cc(Br)ccc2OC1,-14%,3%,7%,nt,6%,-6%,0.1,-11%[60.1 µM],-1%
COc1ccccc1N1C(=O)C2ON(c3ccccc3)C(c3ccc(N(C)C)cc3)C2C1=O (stereo not drawn),nt,nt,nt,1%,-8%,-4%,0.1,nt,7%
Cc1nc(/N=C(\N)Nc2ccccc2)nc2ccccc12,nt,nt,nt,13%,-11%,3%,-0.6,nt,22%
CC(C)OCCCNC(=O)Cn1ccc2cc(S(=O)(=O)N3CCCCCC3)ccc21,7%&-1%,-17%&-72%,18%&15%,-14%,-6%&-8%,-3%&-2%,0.1&0.7,10%&-1%,14%&45%
Cc1cc(C)cc(NC(=O)CSCc2cc(=O)c3ccc(C)c(C)c3[nH]2)c1,2%,?,-1%,nt,-8%,0%,-0.1,-2%[60.1 µM],?
COc1ccc(/C(C)=N/OC/C(O)=C(\C#N)c2nc3ccccc3[nH]2)c(OC)c1,6%,1%,34%[activator],-2%,-9%,5%,-0.6,2%[60.1 µM],-6%
N#C/C(=C(/O)c1ccc([N+](=O)[O-])cc1)c1nnc2n1CCCCC2,-1%,12%,34%[activator],8%,-5%,-1%,-1.2,13%,-17%
COc1cc(C(=O)NC(=S)Nc2ccc([N+](=O)[O-])cc2C)cc(OC)c1OC,0%,-26%,22%,-4%,-7%,-5%,0.3,-3%,-24%
O=C(N[C@@H](Cc1ccccc1)C(=O)O)c1cccs1,5%,?,20%,5%,-6%,-2%,0.3,3%,13%
Cc1nn(-c2ccccc2)c(N2CCCC2)c1/C=N/NC(=O)c1cc(-c2ccccc2)nc2ccccc12,-3%,-5%,5%,4%,-4%,-6%,-1.2,-2%,3%
O=C(CCCn1c(=O)[nH]c2ccccc2c1=O)NCc1ccccc1Cl,3%,-51%,21%,nt,-7%,-1%,-0.2,-1%[60.1 µM],0%
Cc1ccc(N2C(=O)C(O)(C(F)(F)F)C3=C2CC(C)(C)CC3=O)cc1C (stereo not drawn),4%,17%,23%,-1%,-18%,0%,-0.8,-9%,-3%
COc1ccc(-n2c(C)cc(C(=O)CN3CCC(C)CC3)c2C)cc1,-1%,0%,13%,0%,-14%,-3%,0.0,-4%,3%
Cc1cc(C)nc(Sc2c(C)n[nH]c2C)n1,-9%,4%[57.4 µM],8%,0%,-6%,-4%,-0.3,-5%,9%
Cc1ccc(N2C(=O)CC(N3CCN(C4CCc5ccccc5C4)CC3)C2=O)cc1 (stereo not drawn),4%,7%,-13%,-6%,-11%,1%,-0.3,3%,16%

Random excerpt: 2 entries already listed, in no set order.
smiles,ERG Ets-DNA blk,ALOX12 inh,POLI inh,APEX1 inh,Apoferritin bind,BLM inh,TRHR agonist,Pol kappa inh,Pol beta inh
COc1ccc(-n2c(C)cc(C(=O)CN3CCC(C)CC3)c2C)cc1,-1%,0%,13%,0%,-14%,-3%,0.0,-4%,3%
COc1ccc(/C(C)=N/OC/C(O)=C(\C#N)c2nc3ccccc3[nH]2)c(OC)c1,6%,1%,34%[activator],-2%,-9%,5%,-0.6,2%[60.1 µM],-6%

Following part.
smiles,ERG Ets-DNA blk,ALOX12 inh,POLI inh,APEX1 inh,Apoferritin bind,BLM inh,TRHR agonist,Pol kappa inh,Pol beta inh
Cn1c(=O)n(C)c2cc(C(=O)c3ccccc3)ccc21,0%,-2%,26%,-9%,2%,5%,0.3,-11%,5%
Cc1[nH]c(C)c(S(=O)(=O)N(Cc2ccccc2)C(C)C)c1C(=O)N1CCCC1,23%,-20%,23%,-7%,6%,-1%,0.1,3%,-2%
O=C(CCCn1nnnc1CN1CCOCC1)N1CCC(c2ccccc2F)C1 (stereo not drawn),4%,-21%,?,10%,-11%,1%,0.4,-2%,3%
O=C(Cc1cnc2ncnn2c1)N1CCc2c([nH]c3ccccc23)C1c1ccccn1 (stereo not drawn),-1%,2%,10%,-1%,-12%,-7%,-0.9,-9%,3%
CCCC(C(=O)NC(C)(C)CC)N(Cc1ccco1)C(=O)CNS(=O)(=O)c1ccccc1 (stereo not drawn),-1%,?,11%,30%,-4%,-4%,0.0,-8%,5%
CS(=O)(=O)c1ccc(Cl)c(C(=O)NCC2CCCCC2)c1,-1%,?,-15%,64%[activator],-1%,-3%,-0.7,2%,0%
Cc1cnc(C(=O)N2CCCC(C(=O)c3ccc(Cl)cc3C)C2)cn1 (stereo not drawn),4%,6%,-21%,-1%,-4%,0%,-0.5,-6%,11%
Cc1ccc(NC(=O)CCn2cccn2)cc1Cl,-6%,4%,19%,nt,-12%,-1%,-0.2,0%,0%
O=c1c2cc3c(nc2[nH]c(=S)n1-c1ccccc1)CCCC3,0%,i,21%,1%,7%,0%,-0.1,5%,6%
Cc1ccc(C(=O)NC(=S)NCc2cccnc2)cc1,0%,-19%,-1%,27%,-10%,1%,-0.3,7%,10%
Cc1ccc(S(=O)(=O)N2CCN(C(=O)Cn3c(=O)oc4ccccc43)CC2)c(C)c1,4%,202%[activator],19%,-8%,nt,nt,-0.3,-6%,nt
CCOc1ccc(Nc2ccc([N+](=O)[O-])c3nonc23)cc1,13%,102%[activator],-24%,0%,?,-12%,0.5,-18%,3%
COc1cccc(-c2cc(C(=O)NCc3ccccc3)no2)c1,-4%,-12%,-24%,nt,-11%,-3%,0.1,7%,9%
CC(C)(C)n1nnnc1C(c1cccnc1)N(Cc1ccccc1)Cc1cccs1 (stereo not drawn),-7%,?,4%,-3%,-5%,-12%,0.4,-3%,0%
CN1C(C(=O)Nc2ccc(OC(F)(F)F)cc2)=CC(c2ccc3c(c2)OCO3)=NS1(=O)=O,-7%&4%,?,41%&36%[activator],11%,-4%&-9%,-2%&1%,0.2&-0.2,-4%&-5%,5%&-8%
CCC(C)(C)n1nnnc1C(c1cc2cc(C)cc(C)c2[nH]c1=O)N1CCN(C(=O)c2ccco2)CC1 (stereo not drawn),nt,1%,-5%,-7%,-16%,-6%,0.9,2%[60.1 µM],14%
N#C/C(=C\c1ccc2c(c1)OCCO2)C(=O)Nc1ccc(C(=O)O)cc1,9%,-13%,-3%,9%,2%,-1%,0.2,-9%,15%
CCOC(=O)c1c(-c2ccc(C)cc2)csc1NC(=O)c1ccc(N2C(=O)CCC2=O)cc1,6%,-6%,5%,3%,0%,-10%,0.9,-8%,5%
COc1ccccc1-c1n[nH]c(=S)n1-c1ccccc1,4%,?,7%,-2%,-10%,-1%,-0.4,-4%,24%
CCn1c(/C=C/c2c(C)n(CC)c3ccccc23)nc2ccccc2c1=O,-6%,-14%,-3%,2%,-8%,0%,-0.4,-10%,7%
Cc1cc(NC(=O)COc2ccc3ccccc3c2Br)no1,-3%,?,-7%,29%,nt,nt,nt,-17%,nt
O=C(Nc1ccccc1N1CCOCC1)c1cc(Br)c(Br)s1,1%,30%,162%[activator],?,-1%,-5%,0.3,1%,42%
COc1ccc(C(=O)NCc2ccc3c(c2)cc(C)n3C)cc1OC,-8%,3%,?,-3%,-22%,-5%,1.5,-11%,-1%
CCCn1cc(CN2CCCC(C(=O)c3cccc(OC(C)C)c3)C2)c(C)n1 (stereo not drawn),-6%,-16%,-5%,-3%,1%,-2%,0.7,-7%[60.1 µM],34%[activator]
CNC(=O)[C@@H]1CCC(=O)N1,8%,-5%,0%,-9%,nt,nt,0.0,-20%,nt
COc1ccccc1Nc1nn2c(=O)c3ccc(C(=O)NCCCOC(C)C)cc3nc2s1,1%,-10%,?,nt,0%,-11%,0.3,-15%,45µM*
COCCNC(=O)C(c1cccc(OC)c1)N(Cc1cccs1)C(=O)Cn1nnc2ccccc21 (stereo not drawn),-7%,75%[activator][57.4 µM],8%,-2%,2%,0%,0.0,-1%,3%
Cc1ccccc1COc1ccc2oc(C)c(C(=O)O)c2c1,6%,16%,28%,-1%,-1%,2%,-0.6,2%,0%
